# Screening data as filed in PubChem BioAssay.
# AMA1-RON2 inh – disrupts binding of P. falciparum AMA1 to RON2. AID 720542. 360,000 tested, 0.2% active. AlphaScreen AMA1-biotinylated RON2 peptide binding. Potency, µM (series often up to 58.2 µM), for inactives: at the top dose activity change, negative = inhibition, most hits filed as inhibitors;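 also: potency is read from the fitted curve at half-maximal effect; 0% = vehicle wells and -100% = peptide control; nearly all actives have a fitted effect of over 45% in size; some results filed as inactive show a strong effect at the top dose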
#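 AMA1 (3D7) with his tag at 25 nM final met compounds first, then biotinylated RON2 peptide at 25 nM; detection used donor plus acceptor beads, 10 µg/mL apiece, read by AlphaScreen after 30 min at room temperature.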
# Sm TGR inh – inhibitors of Schistosoma mansoni thioredoxin glutathione reductase; Q962Y6; 360,000 tested, 3% active; purified TGR, DTNB reduction, TNB absorbance 405 nm; Potency, µM (series often up to 114 µM), inactives show at the top dose activity change, negative = inhibition, hits mostly inhibitors; also: potency is read from the fitted curve at half-maximal effect; nearly all actives have a fitted effect of over 60% in size
#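 Kinetic colorimetric format: TGR-catalysed, NADPH-driven DTNB reduction monitored via TNB absorbance. Enzyme dispensed at 20 nM; compound exposure 15 min at room temperature before reaction start.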
# Giardia FBPA inh – blocks Giardia fructose-bisphosphate aldolase activity. A8B2U2. Potency, µM (series often up to 59.6 µM), without a hit: at the highest dose activity, negative = inhibition, most hits filed as inhibitors. purified Giardia FBPA. 290,000 tested, 0.71% active; also: potency is read from the fitted curve at half-maximal effect; nearly all actives have a fitted effect of over 55% in size
# Target sequence (A8B2U2 whole entry, looked up): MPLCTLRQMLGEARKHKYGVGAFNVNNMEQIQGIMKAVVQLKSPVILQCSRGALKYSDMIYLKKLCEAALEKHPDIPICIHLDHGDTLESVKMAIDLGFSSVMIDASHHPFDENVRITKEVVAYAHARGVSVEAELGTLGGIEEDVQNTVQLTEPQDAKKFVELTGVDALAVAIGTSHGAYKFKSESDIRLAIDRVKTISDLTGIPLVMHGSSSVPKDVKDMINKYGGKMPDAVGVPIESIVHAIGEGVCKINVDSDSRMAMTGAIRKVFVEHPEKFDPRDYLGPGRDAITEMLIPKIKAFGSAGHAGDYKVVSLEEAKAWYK
#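 Giardia FBPA (40 nM reagent) was preincubated 10 min at RT with compound (up to 57.5 uM final), then substrate plus GAPDH/TPI/NAD/arsenate coupling system with diaphorase/resazurin was added; resorufin fluorescence (525/598 nm) was read after 20 min.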
# AmpC detergent – blocks E. coli AmpC beta-lactamase in detergent assay; 370,000 tested, 0.041% active; AID 485294; AmpC hydrolysis of nitrocefin, absorbance 480 nm, 0.01% Triton; P00811; Potency, µM (doses to about 114 µM), for the others: at the top dose activity change, negative = inhibition, actives largely listed as inhibitors;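 also: potency is read from the fitted curve at half-maximal effect; 0% = no-compound wells and -100% = no-enzyme wells; nearly all actives have a fitted effect of over 25% in size; some results filed as inactive show a strong effect at the top dose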
# Target sequence (P00811 whole entry, looked up): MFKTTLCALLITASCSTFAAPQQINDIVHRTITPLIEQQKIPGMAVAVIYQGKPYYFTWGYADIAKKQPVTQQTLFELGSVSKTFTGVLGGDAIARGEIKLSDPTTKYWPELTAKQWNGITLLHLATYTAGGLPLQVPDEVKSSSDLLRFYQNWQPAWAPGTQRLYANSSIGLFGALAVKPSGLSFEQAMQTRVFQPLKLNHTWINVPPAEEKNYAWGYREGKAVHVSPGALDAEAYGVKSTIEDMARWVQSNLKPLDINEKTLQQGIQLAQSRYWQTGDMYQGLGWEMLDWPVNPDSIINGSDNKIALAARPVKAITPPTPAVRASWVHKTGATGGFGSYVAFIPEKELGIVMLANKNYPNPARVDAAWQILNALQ
#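 20 mM phosphate pH 7.0 + 0.01% (detergent screen) or 0.0001% Triton X-100; 5.3 nM AmpC reagent; cpd preinc 15 min RT; nitrocefin (800 uM stock) to start; A480 q20 s × 4 min; Activity was normalised to no-enzyme and no-compound control wells.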
# AmpC no deterg – AmpC beta-lactamase inhibition without detergent. P00811. AmpC nitrocefin hydrolysis, absorbance 480 nm, 0.0001% Triton. Potency, µM (top dose mostly 57.1 µM), without a hit: at the highest dose activity change, negative = inhibition, actives largely listed as inhibitors. 330,000 tested, 0.52% active;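 also: potency is read from the fitted curve at half-maximal effect; plate controls were no compound for no effect and no enzyme for full effect; nearly all actives have a fitted effect of over 20% in size; some results filed as inactive show a strong effect at the top dose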
#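 20 mM phosphate pH 7.0 + 0.01% (detergent screen) or 0.0001% Triton X-100; 5.3 nM AmpC reagent; cpd preinc 15 min RT; nitrocefin (800 uM stock) to start; A480 q20 s × 4 min; Activity was normalised to no-enzyme and no-compound control wells.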
# HCMV antiviral – inhibitors of human cytomegalovirus; AID 1259415; 410,000 tested, 4.5% active; HFF cells, HCMV-luciferase reporter, 72 h; active compounds read low; activity change, negative = inhibition, % at 57.5 µM; in the data active = activity change below about -60%; inconclusive = no clear call, values can overlap the other calls; inactive = above about -39%
#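 Human foreskin fibroblasts infected with luciferase-reporter HCMV at MOI 1 PFU/cell, compounds at two doses. Luciferase measured 72 h post infection; normalized to buffer-only basal and Salinomycin (10uM) controls.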
# Starred values were filed as active, the others as inactive; u = inconclusive; x = no result given; [ ] = remark or other dose. Unless noted, calls follow the shape of the dose curve; as a rule, active = well fitted curve in the direction sought with a large enough effect; inconclusive = small, poorly fitted or top-dose-only effect, or another doubt; inactive = no such curve, though single readings can be large; an effect the other way counts as inactive or inconclusive. Unless noted, % is scaled to controls: 0 for no effect and ±100 for the full control effect.
SMILES,AMA1-RON2 inh,Sm TGR inh,Giardia FBPA inh,AmpC detergent,AmpC no deterg,HCMV antiviral
Cc1noc(C)c1NC(=O)Nc1cccc2c1O[C@H](CN(C)S(=O)(=O)c1cccs1)[C@@H](C)CN([C@H](C)CO)C2=O,4%,x,x,x,106%[activator],-14
COc1ccc(-n2c(=O)c3ccccc3n(CC(=O)NC3CCCCC3)c2=O)c(OC)c1,2%,-33%,2%,1%,-16%,15
O=C(Nc1cccnc1Cl)c1cccs1,-11%,0%,-1%,-1%,-12%,-5
Cc1cc(C(=O)N/N=C/c2c(C)[nH]n(-c3ccccc3)c2=O)n[nH]1,-40%,0%,-9%,3%,-5%,5
CC(NC(=O)C1CCCCC1)C(c1cccs1)N1CCOCC1 (centres undefined),0%,1%,2%,5%,-9%,-27
CCc1nc(Nc2ccccc2OC)c2oc3ccccc3c2n1,-3%,7%,-22%,2%,31%,29
COc1ccc(CNC(=O)c2ccncc2)cc1,-13%,5%,2%,0%,-2%,u
CCCCNC(=O)c1cn(CC(C)C)c(=O)c2c1c1ccccc1n2C,13%,-5%,-20%,4%,27%,29
Cc1cc(C(=O)Cn2nc(C(=O)O)c3ccccc3c2=O)c(C)n1CCc1ccc(Cl)cc1,-8%,-2%,-8%,-4%,u,-12
CCOc1ccc2ccccc2c1/C=N/NC(=O)CC1(C)OCCCO1,4%,-4%,u,3%,33%,-2
Cc1nn(C)cc1CNC(=O)/C=C/c1cnn(C)c1,1%,-3%,0%,u,-25%,29
COc1ccc(S(=O)(=O)N2CCCCC2)cc1NC(=O)CCc1nc2ccccc2c(=O)[nH]1,-7%,-9%,x,-2%,-22%,-20

# Ordered by formula weight (descending): 3 of the compounds above
SMILES,AMA1-RON2 inh,Sm TGR inh,Giardia FBPA inh,AmpC detergent,AmpC no deterg,HCMV antiviral
Cc1cc(C(=O)Cn2nc(C(=O)O)c3ccccc3c2=O)c(C)n1CCc1ccc(Cl)cc1,-8%,-2%,-8%,-4%,u,-12
CCCCNC(=O)c1cn(CC(C)C)c(=O)c2c1c1ccccc1n2C,13%,-5%,-20%,4%,27%,29
Cc1cc(C(=O)N/N=C/c2c(C)[nH]n(-c3ccccc3)c2=O)n[nH]1,-40%,0%,-9%,3%,-5%,5

# Continuation.
SMILES,AMA1-RON2 inh,Sm TGR inh,Giardia FBPA inh,AmpC detergent,AmpC no deterg,HCMV antiviral
CCOC(=O)C1CCN(Cc2nc(-c3ccc(OC)c(OC)c3)no2)CC1,5%,-18%,2%,-11%,32%,-35
CCOC(=O)Cn1nnnc1C(C(C)C)N(Cc1cccs1)Cc1cc2cc(C)ccc2[nH]c1=O (centres undefined),-21%,-29%,-11%,-9%,72%[activator],-11
O=C(NCCSCc1ccc(Cl)cc1)C1CCN(S(=O)(=O)Cc2ccccc2)CC1,x,7%,x,4%,x,5
Cc1ccc(C2(C)NC(=O)N(CC(=O)Nc3cc(S(=O)(=O)N4CCOCC4)ccc3C)C2=O)cc1 (centres undefined),-15%,-13%,12%,-14%,0%,-101*
CN(C)S(=O)(=O)N1CCN(S(=O)(=O)N2CCOCC2)CC1,22%,x,0%,5%,-3%,-1
COC(=O)c1cc(OC)c(OC)cc1NC(=S)Nc1cccc(Cl)c1,28%,-23%,4%,0%,-24%,26
O=C(/C=C/c1ccc(Cl)c(Cl)c1)NCc1ccco1,-20%,-7%,1%,-9%,-20%,-11
COc1ccc(N2CC(O)=C(c3nc4ccccc4s3)C2=N)c(OC)c1,69%[activator],u,u,-10%,-8%,-7
O=C(c1ccccc1)N1N=C(C(F)(F)F)CC1(O)c1ccc(F)cc1 (centres undefined),11%,6%,5%,6%,-26%,-3
Cn1c(C(=O)N2CCCC(C(=O)N3CCN(C(=O)c4ccco4)CC3)C2)cc2sccc21 (centres undefined),-5%,0%,3%,0%,52%,9
CCC(C)(C)c1nnc(NC(=O)C2CCN(C(=O)c3ccco3)CC2)s1,1%,1%,x,0%,-3%,-15
C=CCn1c(O)c(/C=N/N2CCCCC2c2cccnc2)c(=O)[nH]c1=S (centres undefined),-4%[2.32 µM],-5%,-11%,u,-22%,6
O=C(NCC1CCCO1)c1c(O)c2cccc3c2n(c1=O)CC3 (centres undefined),-4%,-20%,8%,u,-21%,-12
COc1cc(S(=O)(=O)N(Cc2ccco2)C2CCCC2)ccc1-n1cnnn1,-17%,-31%,-2%,u,20%,u
CC1(C)OC(=O)N(c2ccccc2)C12C=Cc1cc(Br)ccc1O2 (centres undefined),4%,11%,0%,u,-9%,u
CCCCC1(CCCC)C(=O)NC(=Nc2cccc(C)c2)NC1=O,52%[activator],-6%,-1%,1%,-50%,-61*
COc1cccc(/C=N/NC(=O)c2cccc([N+](=O)[O-])c2)c1OS(=O)(=O)c1ccc(C)cc1,-7%,-20%,1%,-7%,-31%,72
CCN(CC)CCNC(=O)CCCNC(=O)Cn1cnc2sc(C)c(C)c2c1=O,37%[activator],-7%,-3%,-17%,5%,41
O=C(NCCCCC(NC(=O)C1CCCCC1)C(=O)O)c1ccccc1 (centres undefined),-1%,-4%,6%,-7%,-7%,-11
CCOC(=O)C1(Cc2ccccc2)CCN(Cc2cnc(N3CCOCC3)s2)CC1,-2%,12%,0%,2%,110%[activator],u
Cc1ccc(-n2nc(C(=O)O)cc2-c2ccc(Cl)cc2)cc1,11%,0%,8%,-15%,-24%,-9
Cc1ccccc1NC(=O)C(C)c1ccc(-c2ccccc2)c(F)c1 (centres undefined),4%,-1%,1%,-1%,-27%,-8
CCOC(=O)CSc1cccc2cccnc12,-6%,0%,-12%,-9%,-16%,-87*
CCOc1ccc(CNC(=O)CCC(=O)n2ncc3ccc(Cl)cc32)cc1,-3%,0%,1%,-8%,-36%,38

# Shown with values under each structure: seven of the compounds above.
# Below each SMILES – AMA1-RON2 inh | Sm TGR inh | Giardia FBPA inh | AmpC detergent | AmpC no deterg | HCMV antiviral
> COc1cccc(/C=N/NC(=O)c2cccc([N+](=O)[O-])c2)c1OS(=O)(=O)c1ccc(C)cc1
 : -7% | -20% | 1% | -7% | -31% | 72
> CCN(CC)CCNC(=O)CCCNC(=O)Cn1cnc2sc(C)c(C)c2c1=O
 : 37%[activator] | -7% | -3% | -17% | 5% | 41
> O=C(NCCCCC(NC(=O)C1CCCCC1)C(=O)O)c1ccccc1 (centres undefined)
 : -1% | -4% | 6% | -7% | -7% | -11
> CCOC(=O)C1(Cc2ccccc2)CCN(Cc2cnc(N3CCOCC3)s2)CC1
 : -2% | 12% | 0% | 2% | 110%[activator] | u
> Cc1ccc(-n2nc(C(=O)O)cc2-c2ccc(Cl)cc2)cc1
 : 11% | 0% | 8% | -15% | -24% | -9
> Cc1ccccc1NC(=O)C(C)c1ccc(-c2ccccc2)c(F)c1 (centres undefined)
 : 4% | -1% | 1% | -1% | -27% | -8
> CCOC(=O)CSc1cccc2cccnc12
 : -6% | 0% | -12% | -9% | -16% | -87*

# Additional structures:
SMILES,AMA1-RON2 inh,Sm TGR inh,Giardia FBPA inh,AmpC detergent,AmpC no deterg,HCMV antiviral
CCCc1cc(=O)[nH]c(SCC(=O)N(C)C2CCCCC2)n1,4%,-7%,x,-7%,3%,-11
Cc1sc2ncn(CC(=O)N3CCN(c4ccccc4F)CC3)c(=O)c2c1S(=O)(=O)N1CCC(C)CC1,x,3%,x,6%,x,6
COC(=O)c1c(NC(=O)/C=C/c2ccc3c(c2)OCO3)sc(C)c1C,26%,-3%,4%,-3%,-25%,-35
COc1ccc(CN(C)CC(=O)Nc2sc3c(c2C#N)CCC3)cc1OC,68%[activator],-3%,-20%,-4%,-6%[11.4 µM],10
CN(C1=NS(=O)(=O)c2ccccc21)c1ccc(OC(=O)c2ccncc2)cc1,-1%,-12%[57.1 µM],0%,-8%,0%,-3
Nn1cc(-c2ccccc2)nc1SCC(=O)Nc1ccc2c(c1)OCO2,-19%,-8%,-3%,-6%,-30%,-100*
O=C(CN1C(=O)c2ccccc2S1(=O)=O)Nc1cccc(S(=O)(=O)N2CCCCC2)c1,-9%,x,x,x,-51%,0
Cc1ccc(C(=O)OCC(=O)NCc2ccc(Cl)cc2Cl)o1,-1%,-10%,x,u,-2%,-9
CCOc1ccc(C(=O)Nc2ccc(N3CCN(C)CC3)cc2)cc1Br,-3%,-1%,13%,u,-12%,40
CCOc1cccc(C(=O)N(Cc2ccc(C)o2)C2CCS(=O)(=O)C2)c1 (centres undefined),x,-1%,x,20%,x,24
COc1cc(CCC(=O)OCC(=O)Nc2c(C)cc(C)cc2C)cc(OC)c1OC,0%,-6%,1%,-5%,-7%,-38
CCN(CC)CCCNC(=O)c1sc2nc3n(c(=O)c2c1C)CCCCC3,x,12%,x,3%,x,-15

# Reprinted from the part before: two entries; new compounds follow.
SMILES,AMA1-RON2 inh,Sm TGR inh,Giardia FBPA inh,AmpC detergent,AmpC no deterg,HCMV antiviral
COc1cc(CCC(=O)OCC(=O)Nc2c(C)cc(C)cc2C)cc(OC)c1OC,0%,-6%,1%,-5%,-7%,-38
CCN(CC)CCCNC(=O)c1sc2nc3n(c(=O)c2c1C)CCCCC3,x,12%,x,3%,x,-15
O=C(CCN1CCN(c2ccccc2F)CC1)Nc1ccccc1Cl,-2%,-13%,2%,3%,20%,-3
Cc1cccc(C(=O)NC2CC3CCC(C2)N3C)c1 (centres undefined),-1%,-2%,x,u,-7%,8
CC1CC(C)CN(C2CCCCC2NS(=O)(=O)c2ccc(Cl)cc2)C1 (centres undefined),0%,10%,10%,-5%,-13%,-11
O=C(Nc1ccc2c(c1)OCO2)N1CCN(C(=O)C2CCCO2)CC1 (centres undefined),1%,-1%,-17%,u,-16%,81
